# MT1-MMP act inh: blockers of MT1-MMP proenzyme processing, primary screen, HT1080 RFP-PRO-GFP cells, GFP/RFP fluorescence; Matrix metalloproteinase-14 (Homo sapiens), P50281; GFP/RFP ratio fluorescence, overnight; percent of plate control window, DMSO zero; 360,000 tested, 0.061% active; GFP/RFP ratio change, % at 20 µM; AID 651647, 2012;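 active means GFP/RFP ratio change of at least 30% with cell ATP level not reduced by more than half and red fluorescence within 50% of control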; further: strong numbers were not always called active
#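 Assay system: RFP-PRO-GFP reporter HT1080 cells; read-out basis: GFP/RFP fluorescence ratio; benchmarks: DMSO wells and RFP-L50D-GFP cells; doses: 20 µM single dose, 1% DMSO; schedule: overnight cell settling, then overnight compound exposure, 37 °C, 5% CO2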
# Scp1 inh: Scp-1 phosphatase inhibitors, primary screen, biochemical, colorimetric, uHTS; 340,000 tested, 0.88% active; AID 493091, 2011; Recombinant Scp1, phosphopeptide, malachite green phosphate absorbance; inhibition, % at 20 µM;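 active means inhibition above about 50% at 20 µM, limit read from the data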;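 further: plate controls were DMSO wells with enzyme for no effect and wells lacking enzyme for full effect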
# Target sequence (Q9GZU7 76-261 limits assumed): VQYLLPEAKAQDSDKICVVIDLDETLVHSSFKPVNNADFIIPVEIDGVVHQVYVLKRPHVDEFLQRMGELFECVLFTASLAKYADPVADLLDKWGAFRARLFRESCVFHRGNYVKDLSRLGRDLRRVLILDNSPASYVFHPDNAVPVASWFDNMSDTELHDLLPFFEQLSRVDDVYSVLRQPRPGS
#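 Test system: SCP-1 catalytic domain; Buffer or medium: Acidic Tris acetate buffer with magnesium and detergent; Also added: Phosphorylated 17-residue peptide substrate; Compound: single 20 µM dose, 1% DMSO; Schedule: enzyme reaction 45 min at room temperature, colour 5 min, stabilisation 30 min; Signal: Phosphate-binding colour reagent, absorbance read at 630 nm.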
# Rpn11 block: Rpn11 (PSMD14) deubiquitinase inhibitors, primary screen, biochemical, fluorescence polarization, uHTS; 360,000 tested, 0.59% active; 26S proteasome non-ATPase regulatory subunit 14 (Homo sapiens), O00487; calls only at 20 µM; AID 588493, 2011; human 26S proteasome, Ub4-pepOG fluorescence polarization; 20S core pre-blocked with epoxomicin;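 active means inhibition at 20 µM, scaled to each plate's controls, above about 33%, limit read from the data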
# DNMT1 block: human DNMT1 methyltransferase inhibitors, primary screen, biochemical, molecular beacon, fluorescence, HinP1I cleavage, uHTS. DNA (cytosine-5)-methyltransferase 1 (Homo sapiens), P26358. AID 588458, 2011. inhibition (reported as % activation of signal), % at 10 µM. 360,000 tested, 0.83% active; in the data active means inhibition above about 50%
# STEP inh: STEP phosphatase inhibitors, primary screen, biochemical, fluorescence intensity, uHTS | Tyrosine-protein phosphatase non-receptor type 5 (Homo sapiens), P54829 | recombinant STEP, OMFP fluorogenic substrate | inhibition, % at 20 µM | 360,000 tested, 0.25% active;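 active means inhibition at 20 µM, scaled per plate between control wells, above about 37%, limit read from the data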;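 further: 0% = DMSO with enzyme and substrate and 100% = substrate only without enzyme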
#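 Also added – OMFP at 25 µM · Test system – STEP tyrosine phosphatase · Technique – FITC-channel fluorescence of OMFP product · Schedule – 20 min at room temperature, dark · Evaluation – control-normalized % inhibition with plate pattern correction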
# LMPTP block: LMPTP phosphatase inhibitors, primary screen, biochemical, fluorescence intensity, uHTS; Low molecular weight phosphotyrosine protein phosphatase (Homo sapiens), P24666; 360,000 tested, 0.22% active; recombinant LMPTP-A, OMFP fluorogenic substrate; inhibition, % at 20 µM;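 active means compounds that cut the enzyme signal by at least half of the control window in the single-dose screen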;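 further: plate controls were DMSO wells with enzyme plus substrate for no effect and substrate without enzyme for full effect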
#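 Test system – LMPTP-A enzyme · Amount – LMPTP-A at 0.625 nM final in the reaction · Buffer or medium – Bis-Tris pH 6.0, DTT, detergent · Reagent – OMFP 400 µM · Doses – single 20 µM dose · Schedule – reaction 50 min, room temperature, dark · Detection – fluorescence intensity of OMFP turnover product · Evaluation – percent inhibition versus substrate-only and uninhibited controls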
# SUMO1 PPI mod: modulators of SUMO1 protein-protein interactions, primary screen, biochemical, uHTS; Small ubiquitin-related modifier 1 (Homo sapiens), P63165; inhibition, % at 20 µM; 360,000 tested, 0.33% active; SUMO1 binding to a labelled peptide, TR-FRET, 1 h; AID 602429, 2012; in the data active means inhibition above about 37%
# SKN-1 block: suppressors of acrylamide-induced Pgst-4::GFP reporter in worms, primary screen, SKN-1 inhibitor project, whole organism, uHTS, GFP/RFP fluorescence ratio, strain VP596. C. elegans VP596 Pgst-4::GFP/RFP ratio, 24 h. inhibition, % at 21.8 µM. 360,000 tested, 0.49% active. AID 624304, 2012;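 active means interference check ratio from 0.5 to 1.5 plus GFP to RFP signal ratio inhibition reaching or exceeding a fixed threshold, cut at about 30% in these data, passing the limit was not always enough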; further: some compounds called inactive have numbers as strong as hits
# CendR NRP1 mod: modulators of CendR peptide binding to NRP-1, primary screen, biochemical, fluorescence polarization, uHTS. 360,000 tested, 0.85% active. FAM-RPARPAR peptide binding to NRP-1. inhibition, % at 25 µM;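 active means inhibition or corrected inhibition above about 18%, plus a signal ratio from 0.5 to 1.5, limit read from the data, passing the limit was not always enough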; further: strong numbers were not always called active
# Target sequence (O14786 whole entry, looked up): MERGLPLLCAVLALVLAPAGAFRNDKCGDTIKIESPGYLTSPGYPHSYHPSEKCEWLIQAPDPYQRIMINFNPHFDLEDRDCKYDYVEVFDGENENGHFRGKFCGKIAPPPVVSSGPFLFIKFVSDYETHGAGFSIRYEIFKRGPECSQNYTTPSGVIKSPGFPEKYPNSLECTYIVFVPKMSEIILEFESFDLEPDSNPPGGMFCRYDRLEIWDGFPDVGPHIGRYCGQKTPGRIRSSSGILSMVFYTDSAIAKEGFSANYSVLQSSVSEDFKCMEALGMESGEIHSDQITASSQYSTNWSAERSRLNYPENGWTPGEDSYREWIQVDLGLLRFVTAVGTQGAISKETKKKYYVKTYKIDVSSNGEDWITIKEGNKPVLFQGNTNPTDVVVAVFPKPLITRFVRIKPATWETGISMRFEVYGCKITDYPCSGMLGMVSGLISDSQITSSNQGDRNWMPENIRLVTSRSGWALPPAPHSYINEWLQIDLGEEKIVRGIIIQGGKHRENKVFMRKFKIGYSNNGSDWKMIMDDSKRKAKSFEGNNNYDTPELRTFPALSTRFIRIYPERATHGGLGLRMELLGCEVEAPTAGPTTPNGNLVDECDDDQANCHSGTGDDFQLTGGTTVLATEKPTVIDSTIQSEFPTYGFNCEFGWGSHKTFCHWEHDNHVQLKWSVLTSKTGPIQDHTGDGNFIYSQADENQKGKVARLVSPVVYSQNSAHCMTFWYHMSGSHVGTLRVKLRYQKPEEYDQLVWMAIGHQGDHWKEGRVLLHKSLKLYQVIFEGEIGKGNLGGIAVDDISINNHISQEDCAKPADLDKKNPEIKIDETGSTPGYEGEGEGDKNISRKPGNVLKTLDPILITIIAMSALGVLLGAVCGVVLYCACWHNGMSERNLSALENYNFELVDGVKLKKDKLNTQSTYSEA
# NadD block: inhibitors of S. aureus NadD, primary screen, biochemical, colorimetric, uHTS; Nicotinate-nucleotide adenylyltransferase NadD (Staphylococcus aureus N315); purified NadD enzyme, colorimetric absorbance read-out; inhibition, % at 20 µM; 360,000 tested, 0.78% active; in the data active means inhibition above about 26%; further: some compounds past the cut are filed as inactive
# An asterisk follows results filed as active; i = inactive; / = no result given; + = active, no number.
# Order of results – MT1-MMP act inh	Scp1 inh	Rpn11 block	DNMT1 block	STEP inh	LMPTP block	SUMO1 PPI mod	SKN-1 block	CendR NRP1 mod	NadD block
- O=C(NC(=S)Nc1nc2ccccc2s1)c1ccco1
  3	-7	i	-4	2	0.0	4	9	-12	0
- Cc1ccc(-c2ccc(S(=O)(=O)NCC3CCCO3)cc2)cc1 (stereo not drawn)
  5	-9	i	-5	-3	0.3	2	6	3	-7
- COc1ccc(-c2cn(/N=C/c3ccc(Cl)cc3Cl)c(N)n2)cc1
  -2	6	i	-10	1	1.2	-1	7	-27	19
- COc1cccc(-c2nc3nc(C)cc(C)n3c2Nc2c(C)cccc2C)c1
  -16	/	/	/	/	0.7	-3	20	-133	7
- O=S(=O)(c1ccccc1)N1CCN(C(=S)Nc2ccc(F)cc2)CC1
  4	-7	i	8	3	0.6	2	7	3	0
- CC1(C(=O)NS(=O)(=O)c2ccccc2)CCN1C(=O)c1cccc2ccccc12 (stereo not drawn)
  -2	/	i	-3	-2	-1.8	4	12	4	-3
- O=S1(=O)CC(N2CCN(CC3CC3)CC2)CN1Cc1cn(Cc2ccccc2C(F)(F)F)nn1 (stereo not drawn)
  4	/	i	2	0	-4.1	2	14	-9	-4
- O=C(OCC(=O)N1CCCCCC1)c1cccc(Cl)c1Cl
  4	/	i	3	0	-1.9	0	29	-4	1
- CCN(CC)S(=O)(=O)c1cc(NC(=O)CSc2nc3c(cc2C#N)C(=O)CC(C)(C)C3)ccc1C
  -11	-10	i	-2	2	2.9	-5	7	-6	-2
- COc1ccccc1NC(=O)CC(c1ccc(OC(C)C)cc1)c1ccccc1OC (stereo not drawn)
  -11	-17	i	4	11	5.4	0	3	-4	-5
- CCCCC(C(=O)NCCC(C)C)N(CCCN1CCOCC1)C(=O)c1snc(C(N)=O)c1N (stereo not drawn)
  0	-6	i	-4	0	-2.9	-2	-7	-5	-4
- Cn1cc(S(=O)(=O)N2CCCC2)cc1C(=O)N1CCN(c2cccc(Cl)c2)CC1
  0	-14	i	-1	1	0.8	-4	16	1	3
- O=C(CSc1nnc(-c2ccccc2)c(-c2ccccc2)n1)NCc1ccco1
  -9	-6	i	-2	4	0.2	-10	-8	4	8
- Brc1cccc(-c2nnc3sc(CN4CCCCC4)cn23)c1
  4	-6	i	2	-3	1.3	-1	3	7	-1
- COCCCNC(=O)c1csc([C@@H]2O[C@H](CO)[C@H](O)[C@H](O)[C@H]2O)n1
  3	/	i	6	-4	-2.4	-2	-12	-9	-2
- Cc1ccc2ccc(C(Nc3ccccc3)c3ccc(F)cc3)c(O)c2n1 (stereo not drawn)
  0	/	/	/	/	7.0	-7	13	5	/
- NC(=O)c1ccccc1OCC(=O)NS(=O)(=O)c1ccccc1
  -8	-2	i	-9	1	-0.4	1	-10	12	-3
- Cc1nn(-c2ccccc2)c(C)c1/C=N/Nc1nc2ccccc2[nH]1
  18	-4	i	-3	4	5.5	7	7	4	10
- OC(c1cccc(Cl)c1)c1ncc(-c2ccccc2Cl)[nH]1 (stereo not drawn)
  5	/	i	-4	-2	0.6	1	22	-6	-2
- CC1(C(=O)NS(=O)(=O)c2ccccc2)CCN1C(=O)CC1CC1 (stereo not drawn)
  0	/	i	6	2	-2.6	0	5	12	4

# One compound at a time, as listed above:
# Brc1cccc(-c2nnc3sc(CN4CCCCC4)cn23)c1 in the list: MT1-MMP act inh: 4; Scp1 inh: -6; Rpn11 block: i; DNMT1 block: 2; STEP inh: -3; LMPTP block: 1.3; SUMO1 PPI mod: -1; SKN-1 block: 3; CendR NRP1 mod: 7; NadD block: -1
# Cc1ccc2ccc(C(Nc3ccccc3)c3ccc(F)cc3)c(O)c2n1 (stereo not drawn) in the list: MT1-MMP act inh: 0; Scp1 inh: /; Rpn11 block: /; DNMT1 block: /; STEP inh: /; LMPTP block: 7.0; SUMO1 PPI mod: -7; SKN-1 block: 13; CendR NRP1 mod: 5; NadD block: /

# (continued)
# Order of results – MT1-MMP act inh	Scp1 inh	Rpn11 block	DNMT1 block	STEP inh	LMPTP block	SUMO1 PPI mod	SKN-1 block	CendR NRP1 mod	NadD block
- CCN(C(=O)C=Cc1ccco1)c1ccccc1
  -5	3	i	3	0	-0.7	2	10	-18	-5
- O=C(Nc1nnc(-c2ccc(F)cc2)s1)c1ccco1
  3	-3	i	1	4	24	-8	-1	2	5
- CCOC(=O)c1cc2c(c(-c3ccccc3)n1)[C@@H](CCO)N(S(=O)(=O)C(C)(C)C)C2
  1	-5	i	1	0	0.0	5	-7	4	-1
- CCn1ccnc1CN(C)Cc1cn(-c2cc(C)ccc2C)nc1-c1ccccc1
  -13	-2	i	-4	6	1.9	0	3	-4	-3
- Cc1c(NC(=O)c2nn(C(C)C)c(=O)c3ccccc23)c(=O)n(-c2ccccc2)n1C
  9	/	i	-2	-2	-0.8	-4	-11	15	0
- CCC1(c2ccc(F)cc2)NC(=O)N(CC(=O)N2CCN(S(=O)(=O)c3ccc(Cl)cc3)CC2)C1=O (stereo not drawn)
  2	-6	i	-1	-3	0.8	0	8	-5	-1
- Cc1ccc(C(=O)NCC2CCCO2)cc1S(=O)(=O)N1CCCCC1 (stereo not drawn)
  -1	-8	i	4	-1	-1.0	7	16	-2	-6
- Cc1ccc(F)cc1NC(=O)C12CC3CC(C1)CC(n1cnc([N+](=O)[O-])n1)(C3)C2
  3	-9	i	3	9	0.5	-11	3	-1	-2
- O=C(Nc1ccccc1)ON=C1CCCC1
  3	-5	i	1	-2	-1.6	-1	5	-8	-5
- CN(CP(=O)(O)CCc1ccccc1)S(C)(=O)=O
  -1	-8	i	11	4	-1.9	2	-1	-2	6
- COCCCNC(=O)C[C@@H]1C[C@@]2(C(=O)OC)CCCCC=C2N(Cc2ccc(Cl)cc2Cl)C1=O
  -4	/	/	/	/	1.0	5	-2	2	-4
- O=C(CSC1CC(=O)N(CCc2ccccc2)C1=O)Nc1ccc(Br)cc1 (stereo not drawn)
  13	-5	i	0	-2	0.3	-1	-1	-11	-11
- O=C(CSc1nc2nn(-c3ccccc3)c(=O)c-2c2n1CCCCC2)Nc1ccc(OC(F)F)cc1
  2	0	i	-8	2	2.3	-15	18	14	22
- COC(=O)c1cn(S(=O)(=O)c2ccccc2)c2ccccc12
  -3	-15	i	-2	0	1.9	20	10	13	-9
- CCC(C)(C)C1CCc2[nH]nc(C(=O)O)c2C1 (stereo not drawn)
  3	-2	i	8	2	-1.2	3	11	-4	7
- Cc1cc(C)n2nc(Sc3ncccc3[N+](=O)[O-])nc2n1
  -1	-30	+	1	-1	-0.7	-29	-15	18	2
- O=[N+]([O-])c1ccc(CSc2nc3ccccc3[nH]2)cc1
  3	-1	i	0	1	0.4	-21	12	-8	-3
- O=C(Nc1ccccc1)c1n[nH]c(Cn2cncn2)n1
  -34	0	i	1	1	-1.8	7	12	-8	4
- O=C(NCC(c1cccs1)N1CCOCC1)c1cc([N+](=O)[O-])cc([N+](=O)[O-])c1 (stereo not drawn)
  1	3	i	-6	-2	-1.0	-29	-2	16	0
- O=C(NCc1ccco1)c1cc(S(=O)(=O)N2CCCCC2)ccc1Cl
  -2	-10	i	-1	1	0.4	0	-12	-13	3
- Fc1ccc(CNC(=S)Nc2ccc(Cl)cc2Cl)cc1
  6	-8	i	10	4	0.7	2	8	0	-5
- COc1cccc(OC)c1C(=O)Nc1ccccc1C(=O)N1CCCC1
  -1	-2	i	1	3	-2.0	0	1	17	-3
- O=C(CSc1nnc(COc2ccc(Cl)cc2)o1)NC1CCCCC1
  2	-9	i	0	1	0.2	-4	-1	14	-7
- Cn1nc(C(F)(F)F)c(-c2ccc(Br)cc2)c1NC(=O)c1cccnc1
  -2	-19	i	1	0	-0.3	5	1	-3	5
- Cc1noc(C)c1C(=O)Nc1ccccc1C(=O)NCCc1ccccc1
  -2	-12	i	-1	0	-0.3	-4	-4	10	-9
- Cc1c(C(=O)NCc2ccco2)oc2ccc(S(=O)(=O)N3CCC4(CC3)OCCO4)cc12
  2	-8	i	-5	0	1.5	2	14	10	-2
- Fc1ccc(-n2cc(-c3ccccc3)[n+]3c2SCC3)cc1
  -9	0	i	-2	3	0.1	3	8	-5	-6
- OC[C@@H]1CN(Cc2ccncc2)C[C@H](n2cnc3c(NCc4ccncc4)ncnc32)O1
  1	/	i	-2	2	-1.0	7	16	6	-2
- CCOC(=O)C(=Cc1ccccc1)C(=O)c1ccccc1
  9	/	i	13	0	-0.2	8	5	-5	-4
- C=C1C(=O)CC2=C1[C@](Cc1ccc(F)cc1)(C(=O)OC)N(C(=O)c1ccccc1)C2
  4	/	/	/	/	-0.8	2	5	4	5
- CCOC(=O)N1CCN(C(=O)Cc2cccc3ccccc23)CC1
  2	-1	i	2	0	-2.2	0	-8	2	0
- CSCCC(NS(=O)(=O)c1cccs1)C(=O)NCc1ccccc1 (stereo not drawn)
  2	-5	i	-4	0	-2.1	1	4	-18	2
- O=C(c1ccc(N2CCN(C3CC(=O)N(Cc4cccs4)C3=O)CC2)cc1)c1cccnc1 (stereo not drawn)
  -5	-7	i	1	-2	1.4	-17	1	10	0
- C[C@@H](C(=O)N[C@@H](Cc1ccccc1)C(=O)O)n1nnc2ccccc2c1=O
  -1	-4	i	2	2	0.0	-5	-6	1	-3
- CCCCn1c(N)c(N(CCOC)C(=O)COC(=O)CSc2cc(C)c3ccccc3n2)c(=O)[nH]c1=O
  4	-9	i	4	0	-0.6	6	16	0	7
- COc1cc(CC(=O)Nc2ccc(S(=O)(=O)N(C)C)cc2)cc(OC)c1OC
  -2	2	i	-5	-2	0.5	-3	-11	-13	-3
- CCN(CC(=O)NC)S(=O)(=O)c1ccc(Br)cc1
  -3	-5	i	0	-2	-0.4	3	3	0	-7
- CS(=O)(=O)N1CCN(C(=O)c2cc3ccccc3oc2=O)CC1
  1	-8	i	-1	2	-0.6	-1	13	1	-5
- CSc1nnc(C)c(/C=C/Nc2ccc(C)cc2)n1
  -36	1	/	-12	11	4.4	-27	13	-167	-3
- O=C(CSc1c[nH]c2ccccc12)N1CCCc2ccccc21
  -5	-8	i	-6	1	1.0	1	2	-13	-5
